# RGS4 block = inhibitors of human RGS4 | P49798 | HEK293 M3R/RGS4 inducible, Fluo-4 calcium flux; active compounds read high; triggered by carbachol at its EC20 | B-score at 10 µM | 310,000 tested, 0.45% active;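 active = B-score, a plate-corrected calcium signal, over three deviations above library mean, with baseline fluorescence within five deviations of library mean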;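 note: RGS4 expression induced by doxycycline in cells with stable M3 receptor; B-score is computed from the integrated fluorescence ratio over baseline after carbachol; higher B-score means a larger calcium signal and so more RGS4 inhibition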
# Target sequence (P49798 whole entry, looked up): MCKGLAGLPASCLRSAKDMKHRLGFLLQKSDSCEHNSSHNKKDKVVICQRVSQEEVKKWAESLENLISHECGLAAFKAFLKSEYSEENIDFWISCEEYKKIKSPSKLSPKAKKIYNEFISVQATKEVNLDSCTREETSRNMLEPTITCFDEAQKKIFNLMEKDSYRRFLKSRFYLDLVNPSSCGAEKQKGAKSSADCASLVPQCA
# TRPC4 inh = TRPC4 (mouse) channel inhibition. Q9QUQ5. HEK293 TRPC4beta/mu-opioid, DAMGO-evoked Fluo4 calcium flux; active compounds read low. B-score at 10 µM. 300,000 tested, 0.39% active. AID 2247;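 active = B-score over 3 SD under the library average, no early fluorescence shift, positive overall ratio signal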
#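 test system = HEK293 cells with stable TRPC4beta plus mu-opioid receptor expression | detection = Fluo4 Ca2+ flux fluorescence | read-out = integrated fluorescence ratio relative to baseline, converted to per-well B score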
# TRPC4 PAM = allosteric potentiators of mouse TRPC4 channel; Q9QUQ5; HEK293 TRPC4beta/mu-opioid, DAMGO EC20, Fluo-4 Ca2+ flux; active compounds read high; B-score at 10 µM; 310,000 tested, 0.42% active;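 active = B-score of calcium response area above 5 SD of library B-scores, with initial fluorescence ratio within 5 SD of library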;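 note: B-score of integrated fluorescence ratio over time as area under calcium response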
# TRPC6 activator = activators of mouse TRPC6 channel; Q61143; HEK293-TRPC6 membrane potential dye fluorescence; active compounds read high; B-score at 10 µM; 310,000 tested, 0.13% active; AID 2550;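 active = B-score of the integrated fluorescence ratio above library mean plus 3 SD, and starting fluorescence ratio within library mean plus 5 SD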;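 note: higher score means more depolarization so channel activation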
# TRPC4 act = activators of mouse TRPC4 channel; Q9QUQ5; HEK293 TRPC4beta/mu-opioid, Fluo4 calcium fluorescence; active compounds read high; B-score at 10 µM; 310,000 tested, 0.49% active; AID 2237;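 active = B-score above 5 SD of library B-scores, and initial fluorescence ratio not above library mean plus 5 SD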;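 note: positive B-score marks a calcium rise read as TRPC4 activation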
#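 Material: TRPC4beta and mu-opioid receptor HEK293 stable cells | Incubation: 45 min room-temperature Fluo4 loading, 110 s read | Detection: Kinetic Fluo4 calcium fluorescence | Measure: Integrated baseline-normalised fluorescence ratio, converted to per-well B score | Benchmarks: Low control buffer alone, high control maximal DAMGO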
# MrgX1 allo act = human MrgX1 positive allosteric modulation, primary screen; Q96LB2; MrgX1-HEK293, Fluo-4 calcium flux, FDSS; active compounds read high; B-score at 10 µM; 310,000 tested, 0.63% active; AID 588675;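 active = plate-corrected calcium response at least 3 library SD above typical, normal starting fluorescence, not activating the receptor alone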;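 note: compound read alongside a low EC10 to EC30 dose of BAM8-22 agonist; peak minus trough fluorescence over baseline measured at the second addition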
# Target sequence (Q96LB2 whole entry, looked up): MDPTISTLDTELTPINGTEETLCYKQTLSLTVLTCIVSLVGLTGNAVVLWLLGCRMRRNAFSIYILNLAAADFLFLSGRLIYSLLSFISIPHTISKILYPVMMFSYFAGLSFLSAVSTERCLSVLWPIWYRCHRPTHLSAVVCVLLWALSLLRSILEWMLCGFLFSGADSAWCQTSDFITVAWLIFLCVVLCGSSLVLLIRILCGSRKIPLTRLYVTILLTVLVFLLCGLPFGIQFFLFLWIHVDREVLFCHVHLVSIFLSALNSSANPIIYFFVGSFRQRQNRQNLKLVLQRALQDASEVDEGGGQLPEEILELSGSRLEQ
# TMEM16A inh = blocks the mouse calcium-activated chloride channel TMEM16A | Q8BHY3 | HEK293 TMEM16A/YFP iodide influx fluorescence, ionomycin | normalized B-score (activity score, 25-100; higher = stronger inhibition) at 10 µM | 310,000 tested, 1.2% active;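 active = ratio plate-corrected score three or more library SD toward inhibition, starting fluorescence score within five deviations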;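 note: score derived from kinetic fluorescence span divided by baseline fluorescence per well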
# TRPC6 inh = blocks the mouse TRPC6 cation channel; Q61143; HEK293-TRPC6, membrane potential dye, ACh-evoked depolarization; active compounds read low; B-score at 10 µM; 310,000 tested, 1.1% active; AID 2553;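 active = B-score under library mean minus 3 SD, initial fluorescence not abnormally high, positive integrated signal ratio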;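 note: B-score derived from integrated fluorescence ratio over the kinetic read; more negative B-score means stronger inhibition of depolarization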
# ANO1 activ = activators or potentiators of mouse TMEM16A chloride channel | Q8BHY3 | HEK293 TMEM16A/YFP-H148Q/I152L, iodide quench fluorescence; active compounds read low | B-score at 10 µM | 340,000 tested, 0.3% active | AID 623877;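 active = fluorescence-ratio B-score plate-corrected deviation score at least 3 library SD below zero, with starting fluorescence score within 5 deviations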;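 note: channel opened by trigger with iodide after compound preincubation; score built on the fluorescence ratio of max minus min over baseline; more negative score means more quench and so TMEM16A activation or potentiation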
# MrgX1 ag = human MrgX1 receptor agonism, primary screen | Q96LB2 | MrgX1-HEK293 cells, Fluo-4 calcium fluorescence, agonist mode; active compounds read high | B-score at 10 µM | 310,000 tested, 0.44% active | AID 588627;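 active = calcium response B-score plate-corrected fluorescence ratio at least 3 library SD, with starting fluorescence B-score inside 5 SD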
#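 Material: HEK293 cells stably expressing human MrgX1 receptor | Quantity: 15,000 cells per well | Times: Cells plated overnight, dye loaded 0.5 h 37 °C, 0.5 h room temperature | Measured by: Kinetic Fluo-4 NW fluorescence of intracellular calcium | Control set: Positive and negative controls per plate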
# MrgX1 antag = human MrgX1 receptor antagonism, primary screen; Q96LB2; 310,000 tested, 1.3% active; B-score at 10 µM; MRGX1-HEK293 calcium flux, Fluo-4, BAM8-22 antagonism; active compounds read low;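 active = calcium-response B-score plate-corrected more than 3 library SD below zero, starting fluorescence within 5 deviations, no agonist response on first addition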;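 note: peak minus trough fluorescence over baseline after final BAM8-22 challenge near maximal dose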
# The depositor's hits bear a star; i = inactive; · = not tested or not shown. Compounds were not picked by outcome (roughly 5.8% active in at least one column).
SMILES,RGS4 block,TRPC4 inh,TRPC4 PAM,TRPC6 activator,TRPC4 act,MrgX1 allo act,TMEM16A inh,TRPC6 inh,ANO1 activ,MrgX1 ag,MrgX1 antag
O=C(CN1CCCCC1)Nc1c2c(nc3ccccc13)N(c1ccccc1)CC2,i,i,i,i,i,i,i,i,i,i,i
Fc1ccc(C2=CC(c3ccco3)n3ncnc3N2)cc1 (stereo not given),i,i,i,i,i,i,i,i,i,i,i
CCOC(=O)C(C(C)=O)C(c1ccc(OC)cc1)C(C(C)=O)C(=O)OCC (stereo not given),i,i,i,i,i,i,i,i,i,i,i
O=C(CNC(=O)c1ccc(S(=O)(=O)N2CCCCC2)cc1)N/N=C/c1ccco1,i,i,i,i,i,i,i,i,i,i,i
Cc1ccc2c(c1)-c1c(ssc1=S)C(C)(C)N2C(=O)CSc1nncn1C,i,i,i,i,i,i,i,i,i,i,i
O=C(NCCc1ccc2c(c1)OCCO2)c1cccc(F)c1,i,i,i,i,i,i,i,i,i,i,i
CCCC(C(=O)NCc1ccc(OC)cc1)N(Cc1ccco1)C(=O)c1snc(C(N)=O)c1N (stereo not given),i,i,i,i,i,i,i,i,i,i,i
COc1cc2cc(-c3ccc(OC)c(OC)c3C)nc(N)c2cc1OC,i,i,i,i,i,i,i,i,i,i,i
O=C(O)CSc1nnc(COc2cccc3ccccc23)o1,i,i,i,i,i,i,i,i,i,i,i
COc1ccc2oc3cc(C)[n+]([O-])c(-c4ccc(C)cc4)c3c2c1,i,i,i,i,i,i,i,i,i,i,i
Cc1cc(Cl)c2oc(C(=O)N(C)CCc3cnn(C)c3)c(C)c2c1,i,i,i,i,i,i,i,i,i,i,i
COc1cccc(C2C(C#N)=C(N)Oc3cc(N)ccc32)c1OC (stereo not given),i,i,i,i,i,i,i,i,i,i,i
Cc1ccc(OCCCC(=O)Nc2nncs2)cc1,i,i,i,i,i,i,i,i,i,i,i
Nc1nn2cc(-c3ccc(Br)cc3)nc2c2ccccc12,7*,i,i,i,i,i,i,i,i,i,i
Cc1ccc(NC(NC(=O)c2ccccn2)C(Cl)(Cl)Cl)cc1 (stereo not given),i,i,i,i,i,i,i,i,i,i,i
Cn1cc(CCC(=O)N2CCCC(CCC(=O)NCc3ccccc3F)C2)cn1 (stereo not given),i,i,i,i,i,i,i,i,i,i,i
CCOc1nc(-c2ccc(Cl)cc2Cl)ccc1C#N,i,i,i,i,i,i,i,i,i,i,i
COCc1cc(C)nc(SCC(=O)Nc2nc(C)cs2)c1C#N,i,i,i,i,i,i,i,i,i,i,i
CCOC(=O)COc1ccccc1C(=O)c1cnn(-c2ccccc2)c1,i,i,i,i,i,i,i,i,i,i,i
COc1ccccc1NC(=O)c1ccc(CN2CCOCC2)cc1,i,i,i,i,i,i,i,i,i,i,i
CN1CCN(C(=O)c2ccc3c(c2)N(Cc2ccc(F)cc2)C(=O)c2ccccc2S3=O)CC1 (stereo not given),i,i,i,i,i,i,i,i,i,i,i
CC(=O)N1c2ccc(S(=O)(=O)N3CCCC3)cc2CC1C(=O)NCc1ccc(N(C)C)cc1 (stereo not given),i,i,i,i,i,i,i,i,i,i,i
COc1cc(OC)c(OC)cc1/C=N/NC(=S)NCCN1CCOCC1,i,·,i,i,i,i,i,i,i,i,i
Cc1cc(OC(=O)c2cc(Cl)nc3ccccc23)ccc1Cl,i,i,i,i,i,i,i,i,i,i,i
CS(=O)(=O)N1CCC(C(=O)NCc2ccco2)CC1,i,i,i,i,i,i,i,i,i,i,i
COc1ccc(NC(=O)c2ccc3c(c2)C(=O)N(Cc2cccnc2)C3=O)c(OC)c1,i,·,i,i,i,i,i,i,i,i,i
Cc1ccc(NC(=O)c2ccccc2)cc1-n1cnnn1,i,i,i,i,i,i,i,i,i,i,i
O=C(NN=C1CCCCCCC1)c1ccccn1,i,i,i,i,i,i,i,i,i,i,i
CC(C)C[C@H](NC(=O)[C@@H](O)[C@H](N)Cc1ccccc1)C(=O)O,i,i,i,i,i,i,i,i,·,i,i
NS(=O)(=O)c1ccc(CCNC(=O)c2cc(-c3ccc(Br)cc3)nc3ccccc23)cc1,i,i,i,i,i,i,i,i,i,i,i
Cc1cccc(Nc2ncnc3ccccc23)c1,i,i,i,i,i,i,i,i,i,i,i
COc1cccc(CCc2nnc(CCC(=O)NC(C)Cc3cccs3)o2)c1 (stereo not given),i,i,i,i,i,i,i,i,i,i,i
CSc1nc2c(c(=O)[nH]1)C(c1ccc(C(F)(F)F)cc1)CC(=O)N2 (stereo not given),i,i,i,i,i,i,i,i,i,i,i
CC12CCC(=O)N1C(C(=O)NNC(=O)COc1ccc(Br)cc1)CS2 (stereo not given),i,i,i,i,i,i,i,i,i,i,i
COc1ccc(CCn2c(=N)c(C(=O)NCc3ccco3)cc3c(=O)n4ccccc4nc32)cc1,i,i,i,i,i,i,i,-5.9*,i,i,i
CCOc1cccc(NC(=O)CSc2sc3c(O)cc(=O)[nH]c3c2C#N)c1,i,i,i,i,i,i,i,i,i,i,i
CC(C)CNC(=S)NC(=O)c1ccccc1Cl,i,i,i,i,i,i,i,i,i,i,i
CN1CCN(S(=O)(=O)c2ccc3c4c(cccc24)C(=O)N3)CC1,i,i,i,i,i,i,i,i,i,i,i
N=c1c(C(=O)NC2CCCC2)cc2c(=O)n3ccccc3nc2n1CC1CCCO1 (stereo not given),i,i,i,i,i,i,i,i,i,i,i
COC(=O)C1=C(C(=O)c2ccc(C)cc2)C(c2ccccc2)n2nnnc2N1 (stereo not given),i,i,i,i,i,i,i,i,i,i,i
O=C(N/N=C\c1c[nH]c2ccccc12)c1ccc(O)cc1,i,i,i,i,i,i,i,i,i,i,i
COc1cccc(-c2cc(C(=O)N3CCN(C(c4ccccc4)c4ccccc4)CC3)no2)c1,i,i,i,i,i,i,i,i,i,i,i
O=C(COC(=O)c1cc[n+]([O-])cc1)Nc1ccc(F)c([N+](=O)[O-])c1,i,i,i,i,i,i,i,i,i,i,i
COc1ccccc1CNC(=O)Cn1cccc1C(=O)c1ccccc1C,i,i,i,i,i,i,i,i,i,i,i
COc1ccc(C(C)(C)C)cc1NC(=O)c1cc(S(=O)(=O)N(C)C)ccc1N1CCCC1,i,i,i,i,i,i,i,i,i,i,i
COc1cc(/C=N/NC(=O)Nc2cccc3nsnc23)cc(OC)c1OC,i,i,i,i,i,·,·,i,i,·,·
CN(C)S(=O)(=O)c1cccc(NC(=O)c2cc3c(cc2Cl)N2CCCCCC2=NS3(=O)=O)c1,i,i,i,i,i,i,i,i,i,i,i
COC(=O)CCCC1=CC2=C(c3ccccc3)C(=O)C(C)(OC(=O)C3CCCC3)C(=O)C2=CN1C(CO)CO (stereo not given),i,i,i,i,i,i,i,i,i,i,i
Cc1ccc(/C=N/NC(=S)Nc2cccc(S(=O)(=O)N(C)C)c2)o1,i,i,i,i,i,i,i,i,i,i,i
O=C(NCC(c1ccco1)N1CCCCC1)c1ccc(S(=O)(=O)Nc2ccccc2)cc1 (stereo not given),i,i,i,i,i,i,i,i,i,i,i
# Continuation.
SMILES,RGS4 block,TRPC4 inh,TRPC4 PAM,TRPC6 activator,TRPC4 act,MrgX1 allo act,TMEM16A inh,TRPC6 inh,ANO1 activ,MrgX1 ag,MrgX1 antag
O=C(CCS(=O)(=O)c1ccc2c(c1)NC(=O)CO2)NCCc1ccccc1,i,i,i,i,i,i,i,i,i,i,i
O=S(=O)(NCCSc1nnnn1-c1ccccc1)c1cccs1,i,i,i,i,i,i,i,i,i,i,i
CC(=O)c1c(O)c2ccccc2n(C)c1=O,i,i,i,i,i,i,i,i,i,i,i
COc1ccc(NC(=O)COc2ccc(/C=N/O)cc2OC)cc1,i,i,i,i,i,i,i,i,i,i,i
COc1ccc(C(=O)NCCCNC(=O)c2ccco2)cc1OC,i,i,i,i,i,i,i,i,i,i,i
Cc1cc(OCC(=O)Nc2cnn(CCCC(=O)O)c2)ccc1[N+](=O)[O-],i,i,i,i,i,i,i,i,i,i,i
Cc1c(N2C(=O)/C(=C\c3cccc4ccccc34)SC2=S)c(=O)n(-c2ccccc2)n1C,i,i,i,i,i,i,i,i,i,i,i
O=S(=O)(c1cc(Cl)ccc1Cl)N1CCCC1,i,i,i,i,i,i,i,i,i,i,i
CCOC(=O)CN1C(=N)N(c2nc(NC(C)C)nc(NC(C)C)n2)CC1=O,i,i,i,i,i,i,i,i,i,i,i
CC(C)=CCOc1ccc([C@@H]2COc3c(ccc4c3C=CC(C)(C)O4)C2)c(O)c1,i,i,i,i,i,i,i,i,i,i,i
Cc1ccc(OCCSc2nnc(C)c(=O)n2N)cc1,i,i,i,i,i,i,i,i,i,i,i
CC(CC(=O)O)CC(=O)NNC(=O)c1cccc(Br)c1 (stereo not given),i,i,i,i,i,i,i,i,i,i,i
Cc1ccc(S(=O)(=O)N2CCOCC2)cc1C(=O)NC1CCSc2ccccc21 (stereo not given),i,i,i,i,i,i,i,i,i,i,i
O=C(c1cc(-c2ccco2)on1)N1CCc2ccccc2C1,i,i,i,i,i,i,i,i,i,i,i
CC1(C)Cc2c(sc(NC(=O)COc3ccc(Cl)cc3)c2C#N)C(C)(C)N1,i,i,i,i,i,i,i,i,i,i,i
CC(NC(=S)NC(=O)c1ccccc1)c1ccccc1 (stereo not given),i,i,i,i,i,i,i,i,i,i,i
COc1cccc(C2NC(c3cccc(OC)c3O)C(C)C(=O)C2C)c1O (stereo not given),i,i,i,i,i,i,i,i,i,i,i
CC(C)(C)OC(=O)CN1C(=O)NC(Cc2c[nH]c3ccccc23)C1=O (stereo not given),i,i,i,i,i,i,i,i,·,i,i
CN(CCC#N)C(=O)COC(=O)c1ccccc1OCc1ccccc1Cl,i,i,i,i,i,i,i,i,i,i,i
